mIAP block: blocks mouse intestinal alkaline phosphatase; purified mouse IAP, CDP-Star luminescence, 30 min; inhibition, % at 10 µM; 0.2% of 330,000 active; AID 2806;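 active = inhibition of at least 40% at 10 µM in the primary screen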;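 note: plate controls were DMSO with enzyme for no effect and no enzyme wells for full effect; values of inactives mirror those of a sister screen read the other way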
MPTP inh: permeability transition pore inhibition. isolated mouse mitochondria, Ca2+ swelling absorbance, 30 min. 1.4% of 360,000 active. inhibition, % at 10 µM. AID 602449;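 active = inhibition of 50% or more, scaled per plate between neutral and stimulator controls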;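 note: 0% = DMSO wells given calcium and 100% = 1 mM EGTA wells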
MIN6 prolif: inducers of beta-cell replication in MIN6 cells; MIN6 cells proliferation, ATPlite luminescence, 48 h; cells starved in 0.2% serum; 100% = growth in 10% serum; proliferation, % at 10 µM; 0.29% of 330,000 active; AID 2380;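 active = compounds whose signal lies at least 3.5 SD above the mean of all wells on their plate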;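 note: 0% = DMSO-treated cells in low-serum medium and 100% = 10% serum control; some compounds called inactive have numbers as strong as hits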
APOBEC3G inh: inhibitors of human APOBEC3G DNA deaminase. Q9HC16. recombinant A3G, ssDNA deamination FAM/TAMRA fluorescence. inhibition, % at 20 µM. 0.28% of 330,000 active;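 active = inhibition of at least 40% at 20 µM, with no more than 30% in the related APOBEC3A deaminase screen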;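 note: plate controls were DMSO wells with A3G for no effect and wells lacking A3G enzyme for full effect; some compounds called inactive have numbers as strong as hits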
Target sequence (Q9HC16 whole entry, looked up): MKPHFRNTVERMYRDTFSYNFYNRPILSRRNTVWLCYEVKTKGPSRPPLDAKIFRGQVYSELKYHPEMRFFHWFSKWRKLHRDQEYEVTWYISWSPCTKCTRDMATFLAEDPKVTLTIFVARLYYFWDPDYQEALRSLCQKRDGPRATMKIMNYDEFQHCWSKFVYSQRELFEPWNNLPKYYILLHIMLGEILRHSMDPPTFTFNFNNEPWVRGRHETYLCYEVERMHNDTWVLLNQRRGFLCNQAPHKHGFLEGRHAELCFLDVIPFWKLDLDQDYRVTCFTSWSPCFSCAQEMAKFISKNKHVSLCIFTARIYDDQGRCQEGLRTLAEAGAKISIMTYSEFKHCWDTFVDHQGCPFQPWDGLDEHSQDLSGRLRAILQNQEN
A3A deaminase: human APOBEC3A DNA deaminase inhibition; P31941; recombinant A3A, FAM/TAMRA ssDNA deamination fluorescence; inhibition, % at 20 µM; 0.41% of 330,000 active;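 active = at least 40% inhibition at 20 µM here, with at most 30% in a related deaminase screen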;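 note: plate controls were A3A with DMSO for no effect and wells lacking A3A enzyme for full effect; some results filed as inactive read as strong as hits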
Target sequence (P31941 whole entry, looked up): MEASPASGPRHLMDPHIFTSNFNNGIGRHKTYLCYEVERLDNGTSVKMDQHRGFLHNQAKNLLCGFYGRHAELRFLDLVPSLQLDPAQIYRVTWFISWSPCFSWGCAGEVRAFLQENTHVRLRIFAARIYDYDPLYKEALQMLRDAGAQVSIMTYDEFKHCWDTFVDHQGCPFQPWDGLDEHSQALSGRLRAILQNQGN
mIAP act: mouse IAP activation | 0.24% of 330,000 active | muIAP, CDP-Star luminescence, 30 min; stronger effect = higher value; 1 = vehicle-only enzyme signal, 0 = enzyme-free wells | activation factor at 10 µM;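 active = activation factor of at least 2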; note: the source names both 10 and 20 µM as test concentration; values of inactives mirror those of a sister screen read the other way
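Assay system: mouse IAP enzyme / Compound: DMSO-dissolved test compounds / Timing: 30 min, room temperature / Measured by: luminescence from enzymatic CDP-Star hydrolysis / Control set: DMSO-only wells, enzyme-free buffer wells as negative control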
hIAP inh: human IAP inhibition; purified IAP, CDP-Star luminescence, 30 min; 0.12% of 330,000 active; inhibition, % at 10 µM;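 active = inhibition reaching a set limit with compound at 10 µM in the primary screen, cut at about 35% in these data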;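 note: plate controls were DMSO wells with enzyme for no effect and no-enzyme buffer wells for full effect; values of inactives mirror those of a sister screen read the other way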
Target sequence (P09923 whole entry, looked up): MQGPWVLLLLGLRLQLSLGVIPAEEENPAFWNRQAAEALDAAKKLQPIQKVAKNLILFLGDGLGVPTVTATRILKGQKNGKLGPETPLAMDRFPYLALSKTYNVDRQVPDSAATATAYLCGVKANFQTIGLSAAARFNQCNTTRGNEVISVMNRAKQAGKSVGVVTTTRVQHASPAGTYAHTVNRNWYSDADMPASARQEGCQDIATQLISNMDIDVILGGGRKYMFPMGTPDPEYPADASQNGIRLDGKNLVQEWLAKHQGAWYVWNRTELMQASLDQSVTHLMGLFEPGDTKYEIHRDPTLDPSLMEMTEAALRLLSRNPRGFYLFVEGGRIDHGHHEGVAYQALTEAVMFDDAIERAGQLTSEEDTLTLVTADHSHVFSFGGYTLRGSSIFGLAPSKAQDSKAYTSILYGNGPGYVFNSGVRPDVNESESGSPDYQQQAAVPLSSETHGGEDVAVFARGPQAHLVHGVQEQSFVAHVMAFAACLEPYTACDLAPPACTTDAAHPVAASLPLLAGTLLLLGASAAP
hIAP activ: increases human intestinal alkaline phosphatase activity; purified human IAP, CDP-Star luminescence, 30 min; stronger effect = higher value; 1 = vehicle-only enzyme, 0 = enzyme-free background; activation factor at 10 µM; 0.16% of 330,000 active; AID 2524;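 active = activation factor of the enzyme at least 2-fold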; note: the source names both 10 and 20 µM as test concentration; values of inactives mirror those of a sister screen read the other way
GRIN3A LBD mod: NR3A (human) ligand-binding domain modulation; NR3A LBD differential scanning fluorimetry, Tm shift; 0% = protein alone, 100% = glycine-bound protein; Tm shift relative to glycine control, % at 25 µM; 2.5% of 340,000 active; AID 1259313;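 active = melting temperature shift of at least 10% of the positive control shift, at one fixed dose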
* hit, by the source's call; . = not tested or not shown. Hits appear at their usual frequency; overall some 5% were active at least once.

SMILES	mIAP block	MPTP inh	MIN6 prolif	APOBEC3G inh	A3A deaminase	mIAP act	hIAP inh	hIAP activ	GRIN3A LBD mod
CC(=O)c1c(C)[nH]c(C(=O)OC2CCCCC2=O)c1C (stereo not given)	-12	-1.9	0	-7	-2	1.1	3	0.97	-3
Cc1cccc(NC(=O)CN(C)C(=O)c2ccc3ccccc3n2)c1C	-3	-0.9	0	-10	-4	1	0	1	1
CS(=O)(=O)N(CC(=O)N1CCN(c2ccc(F)cc2)CC1)c1cccc(Cl)c1	4	3.3	-2	-3	-2	0.96	14	0.86	-4
CCOc1ccc2nc(NC(=O)c3ccc(OC)c(S(=O)(=O)N4CCOCC4)c3)sc2c1	0	2.8	-4	-6	-4	1	-17	1.2	7
CNCCCCOc1ccccc1Cc1ccccc1	0	.	-7	-3	3	1	-17	1.2	.
Cc1ccc(CSc2nnc(SCC(=O)N/N=C/c3ccccc3OCC(=O)O)s2)cc1	9	0.7	0	-4	4	0.91	-16	1.2	-1
O=C1NC2(CCCCCC2)C(=O)N1Cc1ccccc1F	6	-0.2	-1	-5	2	0.94	7	0.93	1
CC(NC(=O)c1nn(C)c(=O)c2ccccc12)c1ccccc1 (stereo not given)	3	4.0	0	0	1	0.97	8	0.92	1
Fc1ccc(NC(=S)N2CCOCC2)cc1Cl	2	0.5	1	4	1	0.97	0	1	0
Cc1ccc2c(c1)nnn2C1CCN(C(=O)c2ccccc2F)CC1	-4	-0.1	-2	-7	1	1	-17	1.2	1
CCCCCOC(=O)c1ccc(NC(=O)c2cccc(NC(=O)c3ccccc3C(=O)O)c2)cc1	3	0.6	1	-3	-8	0.97	-10	1.1	7
CC(=O)Nc1ccc(S(=O)(=O)N2CC(=O)NC(=O)C2)cc1	8	-1.2	-1	-5	-2	0.92	-10	1.1	-1
CCOc1ccc2nc(NC(=O)CN3CCN(CC)CC3)sc2c1	-3	0.9	-1	1	3	1	3	0.97	0
COc1ccc(Cc2nnc(SCC(=O)Nc3ccc(N4CCOCC4)cc3)o2)cc1	8	-0.6	0	-7	-3	0.92	3	0.97	-1
Cc1c(NC(=O)/C(C#N)=C/c2c(Oc3ccccc3)nc3ccccn3c2=O)c(=O)n(-c2ccccc2)n1C	1	1.2	0	-1	3	0.99	-12	1.1	0
O=C1CCC/C1=c1\s/c(=C\c2cccnc2)c(=O)n1-c1ccccc1	7	-1.0	5	-1	0	0.93	-3	1	0
CC1(C)CC(=O)C2=C(C1)NC(Nc1nc3ccccc3o1)=NC21CCCCC1	3	3.9	-2	-6	-2	0.97	0	1	-8
COCCCNS(=O)(=O)c1ccccc1	-6	-0.8	2	-6	-2	1.1	-11	1.1	0
CC(=O)NCCc1nc2cc(NC(=O)c3cccs3)ccc2n1C	-7	2.9	1	-1	2	1.1	-17	1.2	1
COC(=O)c1cnc(Nc2cccc(C(F)(F)F)c2)c([N+](=O)[O-])c1	10	0.2	-3	-1	1	0.9	2	0.98	1
Cc1cccc(C(=O)NCC(=O)OCC(=O)N2CCCCC2)c1	-13	-3.3	1	-1	-4	1.1	-5	1	2
Cc1ccc(NC(=O)CSc2ccc(-c3cccnc3)nn2)cc1Cl	1	4.4	2	-4	0	0.99	4	0.96	-1
CCOc1ccccc1NS(=O)(=O)c1ccc2oc(=O)ccc2c1	4	-0.3	-2	-2	0	0.96	10	0.9	0
COc1ccc(-c2nnc(SC(C)C(=O)Nc3cccc(Cl)c3)o2)cc1 (stereo not given)	10	18	-2	-3	-4	0.9	-10	1.1	8
COc1ccccc1C/C(N)=N/OC(=O)c1cccc([N+](=O)[O-])c1C	16	0.1	-1	-2	-2	0.84	7	0.93	1
Cc1cc(OC(=O)c2ccc(S(=O)(=O)N3CCCC3)cc2)c([N+](=O)[O-])c(=O)[nH]1	0	-0.6	0	-12	-2	1	14	0.86	2
COc1ccc(C(=O)Nc2cc3c4c(c2)C(C)C(=O)N4CCC3)c(OC)c1 (stereo not given)	-1	0.2	-2	-10	-3	1	-18	1.2	0
O=c1[nH]c2cc3c(cc2cc1CN(CCCO)C(=S)NCc1ccco1)OCO3	6	-0.7	1	15	2	0.94	-1	1	0
O=C(O)CSc1ncnc2c1oc1ccccc12	-10	0.4	-3	5	0	1.1	-15	1.2	-1
CC(=O)c1ccc(S(=O)(=O)NC2CC(=O)N(c3cccc(F)c3)C2)cc1 (stereo not given)	-8	-2.4	0	-5	-2	1.1	0	0.99	0
COc1cc(C)c(S(=O)(=O)N2CCOCC2)cc1C(C)C	0	1.0	2	-4	-3	0.99	16	0.84	.
O=C(O)Cn1c(-c2cscn2)nc2ccccc21	5	-1.3	1	-4	-2	0.95	13	0.87	0
Cc1ccc(Cn2c(CN3CCOCC3)nc3c2c(=O)n(C)c(=O)n3C)cc1	-2	-1.0	-3	-2	-1	1	-17	1.2	-1
COc1ccc(CCNC(=O)COc2ncnc3ccccc23)cc1OC	-1	-1.0	-1	-14	6	1	-2	1	0
CCN(CC)S(=O)(=O)c1ccc(N2Cc3ccccc3C2=N)cc1	4	1.7	0	-5	-1	0.96	6	0.94	0
Nc1ccccc1NC(=O)NC(=O)c1ccccc1	5	0.8	-3	-5	-6	0.95	14	0.86	0
O=C1CN(C(=O)NCCC(=O)NC2CCCCC2)c2ccccc2N1	1	-3.4	0	2	2	0.99	0	1	3
CCOC(=O)C(CCCCCCC(NC(C)=O)(C(=O)OCC)C(=O)OCC)(NC(C)=O)C(=O)OCC	6	0.1	-3	-2	4	0.94	-50	1.5	-2
CC(C)SCCCCOc1ccc2ccccc2c1	9	-0.9	-5	-7	-3	0.91	9	0.91	-1
O=C(O)CC(c1ccc(F)cc1F)N1Cc2ccccc2C1=O (stereo not given)	3	1.2	0	-11	-4	0.97	-4	1	1
O=C(CCSc1ccccc1)Nc1ccc(S(=O)(=O)Nc2ncccn2)cc1	4	-0.6	-2	-6	-4	0.95	-8	1.1	-1
CC(C)NS(=O)(=O)c1ccc(OCC(=O)NC2CCCCCC2)cc1	-14	-0.7	-3	-6	-1	1.1	-20	1.2	1
Cc1[nH]c(=O)[nH]c(=O)c1N(C)C	-5	1.6	-1	-3	-1	1.1	23	0.77	-3
Cc1ccc(OC(C)C(=O)N=Nc2c(O)[nH]c3ccc([N+](=O)[O-])cc23)cc1 (stereo not given)	4	73*	0	-6	2	0.96	-12	1.1	4
O=C(CN1C(=O)S/C(=C\c2ccccn2)C1=O)Nc1ccccc1	2	0.0	-3	-4	-2	0.97	-13	1.1	0
CCOc1cc(C)c(S(=O)(=O)N2CCCCC2)cc1C	-12	1.6	-1	-4	0	1.1	-5	1.1	-2
Cc1ccoc1C(=O)Nc1cccc(Oc2ccccc2)c1	10	-0.1	-1	10	1	0.9	-14	1.1	-3
Cc1ccc(Cl)cc1S(=O)(=O)N1CCC(C(=O)NC2CCN(Cc3ccccc3)CC2)CC1	-10	5.3	0	-5	-4	1.1	-15	1.2	-1
CN(C)C(=O)CNc1n[nH]c(=S)[nH]c1=O	3	1.1	-3	-2	-5	0.97	-15	1.1	-1
O=C(c1ccccc1)N1CCCC(C(=O)N2CCc3ccccc3C2)C1 (stereo not given)	2	2.7	0	5	2	0.98	-19	1.2	-2
CCN(CC(=O)NC(c1ccccc1)c1ccccc1)Cc1nc2ccccc2c(=O)[nH]1	-65	-1.2	-6	3	8	1.6	-113	2.1*	-1
Cc1cc2oc(C(=O)NC3CCS(=O)(=O)C3)c(C)c2cc1C (stereo not given)	0	-0.1	-1	-4	-3	1	-18	1.2	0
CN1CCN(CCCc2c3c(cc4c2CCC4)CCC3)CC1	-9	-0.7	0	-2	0	1.1	24	0.76	4
CC(NC(=O)c1ccc2ccccc2n1)c1ccccc1 (stereo not given)	2	-0.6	1	-2	0	0.98	12	0.88	-1
CN(C)CCCNc1nc(N)c([N+](=O)[O-])c(NCCO)n1	10	2.0	-1	-10	-4	0.9	-1	1	-1
O=C1CCCC2=C1C(c1cccc(O)c1)C1=C(N2)c2ccccc2C1=O (stereo not given)	0	2.9	0	-3	2	1	15	0.85	-3
COc1ccc(C(=O)NC(=S)NNC(=O)c2ccc(C)cc2)cc1	8	31	-4	3	0	0.92	-28	1.3	-1
CSc1ccc(NC(=O)Nc2cc(C)ccn2)cc1	-7	1.8	-6	-1	-3	1.1	-7	1.1	1
CCOc1ccc(N(CC(=O)NCc2ccc(F)cc2)C(=O)c2snc(C(N)=O)c2N)cc1	-9	0.0	-1	-5	-2	1.1	10	0.9	3
CN(CC(=O)Nc1ccccc1C(F)(F)F)C(=O)Cc1ccccc1F	6	1.7	-3	-2	9	0.94	-10	1.1	2

More structures:
SMILES	mIAP block	MPTP inh	MIN6 prolif	APOBEC3G inh	A3A deaminase	mIAP act	hIAP inh	hIAP activ	GRIN3A LBD mod
CC(C)n1c(-c2ccccc2F)n[nH]c1=S	3	-0.8	-3	29	1	0.97	9	0.91	0
O=C(c1cnccn1)N(Cc1ccco1)C1(C(=O)NC2CCCCC2)CCCCC1	3	-0.6	-2	-5	-4	0.97	11	0.89	-2
CC(C(=O)NCc1ccccc1)N1CCN(c2ccc(F)cc2)CC1 (stereo not given)	-7	0.2	4	-3	-1	1.1	16	0.84	2
O=C(NCc1ccc(F)cc1)c1cc(-c2ccco2)on1	12	1.1	-1	0	8	0.88	-16	1.2	-3
CCCCC(=O)Nc1ccc(C)c(S(=O)(=O)N2CCCCCC2)c1	-19	1.0	-3	-5	-3	1.2	-12	1.1	2
C=CCn1c(-c2ccccc2OCC)n[nH]c1=S	-3	1.8	-1	19	-4	1	-5	1.1	-1
Cc1cc(C)c(Cn2c3ccccc3c3cnn(CC(=O)NCCN4CCOCC4)c(=O)c32)c(C)c1	10	-1.1	-3	-6	-9	0.9	8	0.92	-3
N=C1C(c2nc3ccccc3[nH]2)=C(O)CN1NC(=O)COc1cccc(F)c1	-2	.	2	-7	-2	1	-10	1.1	.
CC(C)C[C@H](NC(=O)OC(C)(C)C)C(=O)N[C@@H](CO)[C@H](O)[C@@H]1C[C@@H]1C(=O)NC1CCCCC1	2	0.0	-1	15	1	0.98	-5	1.1	-3
O=C(CN1CCN(C(C(=O)Nc2ccc(F)cc2)c2ccccc2)CC1)NC1CC1 (stereo not given)	-6	-1.4	-3	-8	-1	1.1	2	0.98	0
Cc1ccc(NC(=O)CN2C(=O)NC3(CCc4ccccc43)C2=O)cc1Cl (stereo not given)	-1	0.8	-3	-5	-4	1	6	0.94	-13
O=C(c1ccccc1)c1nn(-c2ccc(Cl)cc2)c(=O)cc1C(F)(F)F	13	-2.4	-4	-3	-3	0.87	-12	1.1	-1
COC(=O)[C@H]1Cc2cnoc2C[C@]1(C)C(=O)O	5	0.0	1	-7	-3	0.95	-3	1	0
c1ccc(-c2noc(-c3ccno3)n2)nc1	6	-0.5	0	-10	-1	0.94	6	0.94	-1
CC1=NN(c2ccccc2)C(=O)C1C(=O)c1ccc([N+](=O)[O-])cc1 (stereo not given)	13	4.0	1	-2	-3	0.87	23	0.77	-1

Compound profiles, as listed above. Order of values: mIAP block | MPTP inh | MIN6 prolif | APOBEC3G inh | A3A deaminase | mIAP act | hIAP inh | hIAP activ | GRIN3A LBD mod
CC(NC(=O)c1nn(C)c(=O)c2ccccc12)c1ccccc1 (stereo not given) across the screens: 3 | 4.0 | 0 | 0 | 1 | 0.97 | 8 | 0.92 | 1
CC(=O)c1c(C)[nH]c(C(=O)OC2CCCCC2=O)c1C (stereo not given) across the screens: -12 | -1.9 | 0 | -7 | -2 | 1.1 | 3 | 0.97 | -3
Cc1c(NC(=O)/C(C#N)=C/c2c(Oc3ccccc3)nc3ccccn3c2=O)c(=O)n(-c2ccccc2)n1C across the screens: 1 | 1.2 | 0 | -1 | 3 | 0.99 | -12 | 1.1 | 0

Screens deposited in PubChem BioAssay by Sanford-Burnham Center for Chemical Genomics.
